Bioassay records (PubChem)
E-sel TNF inh: blocks E-selectin expression induced by TNF alpha. AID 1246. actives 0.71% (n = 120,000). HUVEC TNFa-induced E-selectin immunofluorescence, high content. inhibition, % at 2 µM;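 active means inhibition above the batch mean plus 3 SD, and confirmed as a hit on visual image review, cut at about 43% in these data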;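 further: 0% = TNF-stimulated DMSO wells and 100% = unstimulated control wells; not every result past the cut was called active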
The depositor's hits bear a star. Only part of the results is shown; rates above refer to the full screens.

E-sel TNF inh	SMILES
18.4	CCOC(=O)c1csc(NC(=O)CCSc2ccccc2)n1
18.7	C=CCOC(=O)c1cn(CC)c2nc(C)ccc2c1=O
-57.5	O=C(c1ccc([N+](=O)[O-])cc1)N1C=CC(C(F)(F)F)=NCC1
-9.9	CCOc1cc(C(=O)Nc2ccncc2)cc(OCC)c1OCC
-25.6	CCOC(=O)C1(Cc2ccccc2)CCN(Cc2cccn2-c2nccs2)CC1
-14.1	CN(CCNC(=O)CN1C(=O)CSc2ccc(S(=O)(=O)N3CCCC3)cc21)Cc1ccccc1
-34.7	O=c1[nH]cnc2sc3c(c12)CCCCC3
-22.6	CC(OC(=O)c1ccccc1)C(=O)NCCC1=CCCCC1 (centres undefined)
3.1	COc1ccccc1N1CCN(C2CC(=O)N(C)C2=O)CC1 (centres undefined)
3.0	O=C1OC2(CCCC2)OC(=O)C1=Cc1c[nH]c2ccccc12
-53.0	COCCn1c(Cc2ccccc2)nnc1SCC(=O)Nc1ccccc1
24.5	CC(C)CSc1ccc(S(=O)(=O)NCC(=O)O)cc1[N+](=O)[O-]
-54.7	CCOc1ccc(C(=O)NC(=S)Nc2cccc(S(=O)(=O)NC3=NCCC3)c2)cc1
-8.5	COc1cc(C2C3=C(CC(C)(C)CC3=O)NC3=C2C(=O)c2ccccc23)ccc1O (centres undefined)
12.6	CC(C)(C)OC(=O)N/N=C\c1ccc([N+](=O)[O-])s1
-0.5	COc1cc(CN2CCN(Cc3ccc(C)cc3)C(CCO)C2)ccc1O (centres undefined)
-25.3	COc1ccc(/C=N/NC(=O)C2COc3ccccc3O2)cc1OC (centres undefined)
-19.1	Cc1ccc(NCC(=O)N/N=C/c2ccncc2)cc1
10.8	Cc1occc1-c1n[nH]c(=S)n1C
-14.6	CC(=O)c1cnc2c(-c3ccccc3)c(C(F)(F)F)nn2c1C
-18.8	CC(=O)Nc1ccccc1C(=O)C(=O)NCCc1ccccc1
22.3	FC(F)(F)c1cc(-c2ccccc2)nc(-n2cc(Cl)cn2)n1
23.0	CN(C)/C=C1\N=C(c2ccccc2)OC1=O
-25.8	COc1ccc(-n2c(C)cc(/C=C/c3nc(O)c([N+](=O)[O-])c(=O)[nH]3)c2C)cc1
-15.5	CC1=Nc2ccccc2/C1=C/c1c(N)n2c(S(=O)(=O)C(C)C)nsc2nc1=O
-21.7	O=S(=O)(c1ccccc1)N1CCC(O)(CSc2ccc(F)cc2)CC1
-11.8	O=C1NC(=O)/C(=C\c2ccsc2)N1
-2.1	CCOC(=O)C1CCN(CCC(=O)Nc2ccc(C)c(C)c2)CC1
-5.2	COc1cc(OC)cc(C(=O)NCC(=O)OCC(=O)N2CCc3ccccc32)c1
-2.8	O=C(CCc1nnc(-c2ccccc2)o1)NCc1c(F)cccc1F
-24.0	Cc1nn(C)cc1S(=O)(=O)N1CCN(Cc2cccc(Cl)c2)CC1
41.7	Nc1ncccc1OCc1ccc(Br)cc1
3.3	COc1ccc(S(=O)(=O)N2CCOCC2)cc1NC(=O)c1ccc2c(c1)OCCO2
-28.0	O=C1NCCN(Cc2ccc(Cl)c(F)c2)C1CC(=O)N1CCCO1 (centres undefined)
-18.2	COc1ccc(-c2csc(Nc3ccc(S(=O)(=O)Nc4cc(C)on4)cc3)n2)cc1
13.2	Cc1ccc(C2(c3noc(CN4CCC(c5ccncc5)CC4)n3)CCCC2)cc1
-24.6	CN1C[C@@H]2C[C@@H](c3ccc(C#CC(C)(C)O)s3)N3CCC[C@@]23C1=O
23.7	Nc1c(-c2ccccc2)c(CSc2nc3ccccc3[nH]2)nn1-c1cccc(C(=O)O)c1
-16.0	CCCCn1c(=O)[nH]c(=O)c2c1nc(-c1ccc(C)c([N+](=O)[O-])c1)n2CC
-6.6	O=C(COC(=O)c1nn(-c2ccccc2)c(=O)c2ccccc12)NC1CCS(=O)(=O)C1 (centres undefined)

Some values from above:
E-sel TNF inh result of `CN1C[C@@H]2C[C@@H](c3ccc(C#CC(C)(C)O)s3)N3CCC[C@@]23C1=O` = -24.6
E-sel TNF inh result of `Cc1nn(C)cc1S(=O)(=O)N1CCN(Cc2cccc(Cl)c2)CC1` = -24.0
E-sel TNF inh result of `Nc1c(-c2ccccc2)c(CSc2nc3ccccc3[nH]2)nn1-c1cccc(C(=O)O)c1` = 23.7
E-sel TNF inh result of `COc1ccc(-c2csc(Nc3ccc(S(=O)(=O)Nc4cc(C)on4)cc3)n2)cc1` = -18.2
E-sel TNF inh result of `Nc1ncccc1OCc1ccc(Br)cc1` = 41.7

Next entries follow.
E-sel TNF inh	SMILES
-4.1	O=C(NOC(=O)c1ccccc1F)c1ccc(OC(F)F)cc1
-32.8	CCc1cccc(OCCn2nc(C(=O)O)c3ccccc3c2=O)c1
-13.4	Cc1ccc(S(=O)(=O)N2CCCC(C(=O)Nc3ccc(C(=O)O)cc3)C2)cc1Cl (centres undefined)
-34.4	COc1ccccc1CNC(=O)CSc1ccc(-c2ccccn2)nn1
-5.3	COc1ccccc1N(C)S(=O)(=O)c1ccc(C(=O)OCC(=O)Nc2cc(C)on2)cc1
-21.2	C=CCNC(=O)/C(C#N)=C/c1ccc(C(=O)O)cc1
-46.2	O=C1CCC(C(=O)NCc2ccc3c(c2)OCO3)N1 (centres undefined)
-22.1	COc1cc(CNCc2ccccn2)ccc1OCc1ccc(Cl)c(Cl)c1
99.8*	Cc1ccc(Cn2ncc3c(N4CCN(C5CCCC5)CC4)ncnc32)cc1
-3.5	O=C(CSc1ccc2ccccc2c1)NCCCN1CCCC1=O
-21.6	O=C(CSc1ncnc2c1nnn2Cc1ccc(F)cc1)NC1CCCCC1
13.3	O=C(Cc1ccc(Cl)cc1)Nc1ccc(C(=O)N2CCOCC2)cc1
-16.0	O=C(O)C1CC=CCC1C(=O)NNc1c(Cl)cc(Cl)cc1Cl (centres undefined)
1.4	COC(c1ccccc1)c1nnc(CCC(=O)NC2C3CC4CC(C3)CC2C4)o1 (centres undefined)
-20.9	COc1ccccc1NS(=O)(=O)c1cc(NC(=O)CC(C)(C)C)ccc1N1CCOCC1
9.2	CC(c1n[nH]c(=S)n1Cc1ccccc1)N(C)C (centres undefined)
-22.0	O=C(CCc1nnc(C2CCCCC2)o1)N1CCCCC1CCn1cccn1 (centres undefined)
-54.6	CC(C(=O)Nc1ccccc1-c1ccccc1)N(C)Cc1nc2ccccc2c(=O)[nH]1 (centres undefined)
-33.5	O=C(Nc1ccc(Oc2ccccc2)cc1)C1CC1
-29.9	COc1ccc2c(c1)C=C(CN1CCN(C3CCCC3)C(CCO)C1)CO2 (centres undefined)

7 compounds out of the list, ordered by heavy-atom count, highest first:
E-sel TNF inh	SMILES
-54.6	CC(C(=O)Nc1ccccc1-c1ccccc1)N(C)Cc1nc2ccccc2c(=O)[nH]1 (centres undefined)
1.4	COC(c1ccccc1)c1nnc(CCC(=O)NC2C3CC4CC(C3)CC2C4)o1 (centres undefined)
-21.6	O=C(CSc1ncnc2c1nnn2Cc1ccc(F)cc1)NC1CCCCC1
-29.9	COc1ccc2c(c1)C=C(CN1CCN(C3CCCC3)C(CCO)C1)CO2 (centres undefined)
13.3	O=C(Cc1ccc(Cl)cc1)Nc1ccc(C(=O)N2CCOCC2)cc1
-16.0	O=C(O)C1CC=CCC1C(=O)NNc1c(Cl)cc(Cl)cc1Cl (centres undefined)
-33.5	O=C(Nc1ccc(Oc2ccccc2)cc1)C1CC1

(list continues)
E-sel TNF inh	SMILES
-21.2	CCOC(=O)N1CCN(C(=O)Nc2ccc(NC(=O)N3CCN(C(=O)OCC)CC3)cc2)CC1
90.0*	CC(C)(CO)NCC(O)Cn1cc(C=O)c2ccccc21 (centres undefined)
-24.9	CC1=NNC(=O)C1CCC(=O)N/N=C/c1ccc(Cl)cc1 (centres undefined)
9.9	Cc1noc(N)c1C1(O)C(=O)N(C(C)C)c2ccccc21 (centres undefined)
-26.2	COc1ccccc1CCNC(=O)CSc1ccc(-c2ccco2)nn1
7.3	O=[N+]([O-])c1ccc2c(c1)c(-c1ccccc1)nc1nncn12
-16.2	CN(Cc1nc(CC2CC2)no1)CC12CC3CC(CC(C3)C1)C2
22.8	CCCC(C)NC(=O)c1cccc(Oc2ccccc2)c1 (centres undefined)
-4.0	Cc1ccnc(SCCn2c(N3CC(C)OC(C)C3)nc3c2c(=O)n(C)c(=O)n3C)n1 (centres undefined)
-2.3	S=C(NCc1ccccc1)N1CCCCC1
-89.3	O=C(Nc1cccnc1)c1cccc(S(=O)(=O)N2CCc3ccccc32)c1
-7.1	CCCCC(=O)NNC(=S)NC(=O)C(c1ccccc1)c1ccccc1
-13.6	COCCCC1CCN(Cc2nc(-c3ccccc3)no2)CC1
-25.0	COc1ccc(N2CCN(c3cc(C)c4cccc(C)c4n3)CC2)cc1
1.0	CCn1c(SCC(=O)N/N=C/c2ccccc2OCC(=O)O)nnc1-c1ccc(OC)cc1
-15.7	Cn1c2ccccc2c2nnc(SCc3nnc(-c4ccccc4)o3)nc21
-9.4	O=C1/C(=C\c2cccs2)SC(=S)N1C1CCS(=O)(=O)C1 (centres undefined)
1.1	CCN(CC)S(=O)(=O)c1ccc(Cl)c(NC(=O)c2ccncc2)c1
-27.1	CS(=O)(=O)n1nc(-c2ccco2)nc1N
8.9	CCC(C)n1c(=N)c(C#N)cc2c(=O)n3cc(C)ccc3nc21 (centres undefined)
-8.1	CC1CN(c2ncc(/C=N/NC(=O)c3ccccc3O)s2)CC(C)O1 (centres undefined)
1.4	CCc1nc2ccccc2c(NC(=O)CN2CC(C)CC(C)C2)c1C (centres undefined)
-7.5	Cc1ccc(S(=O)(=O)CCC(=O)Nc2cccc([N+](=O)[O-])c2)cc1
-32.5	O=C(N1CCCCC1)N1CCN(S(=O)(=O)c2ccc(Cl)cc2)CC1
-59.9	COc1cc(/C=C/C(=O)Oc2coc(CSc3ncccn3)cc2=O)cc(OC)c1OC
-8.8	COc1ccc(-c2csc3ncn(-c4ccccc4OC)c(=O)c23)cc1OC
-39.7	C/C(=N\NC(=O)CC#N)c1ccc(Oc2ccccc2)cc1
-1.4	CN(C)c1ccc(C(=O)OCC(=O)N2CCCCCC2)cc1
-2.8	CCOC(=O)CNC(=S)N(Cc1ccccc1)Cc1ccccc1F
-0.3	COc1cc(C(=O)N2C(=O)c3cccc(N)c3C2=O)cc(OC)c1OC
-5.8	Cc1ccc(NC(=O)COC(=O)CN2C(=O)NC3(CCCC3)C2=O)cc1S(=O)(=O)N(C)C
4.0	Cc1ccc2nc(NCCC(=O)O)nc(-c3ccccc3)c2c1
-8.8	CCN(CC)c1ccc(/C=C(\C#N)C(N)=O)cc1
-13.0	CCC(=O)NC(c1ccc(OC)cc1)c1cc(Cl)c2cccnc2c1O (centres undefined)
-23.3	COc1ccccc1C(=O)NCC(=O)N/N=C/c1ccc([N+](=O)[O-])cc1
24.2	CCOC(=O)C1=C(c2ccccc2)NC(=O)NC1c1cc(Br)c(O)c(OC)c1 (centres undefined)
5.9	COc1ccc(-n2cc(-c3ccccc3)c3c(N4CCOCC4)ncnc32)cc1
-48.4	Cc1c(-c2ccnc3cc(C(=O)O)nn23)cnn1C
-31.5	O=C(Nc1ccc(O)cc1)c1cccc(Oc2ccc([N+](=O)[O-])cc2)c1
9.0	Cc1ccccc1NC(=S)N1CCCN(Cc2ccc(F)cc2)C1

Three compounds already listed, ordered by the value under E-sel TNF inh, low to high.
E-sel TNF inh	SMILES
-31.5	O=C(Nc1ccc(O)cc1)c1cccc(Oc2ccc([N+](=O)[O-])cc2)c1
-5.8	Cc1ccc(NC(=O)COC(=O)CN2C(=O)NC3(CCCC3)C2=O)cc1S(=O)(=O)N(C)C
24.2	CCOC(=O)C1=C(c2ccccc2)NC(=O)NC1c1cc(Br)c(O)c(OC)c1 (centres undefined)

Following part.
E-sel TNF inh	SMILES
-21.5	O=C(CNCCc1ccc(Cl)cc1Cl)NCc1ccco1
-34.0	Cc1cc(C)n2nc(C(=O)NCc3cccc(C(F)(F)F)c3)nc2n1
-20.2	COC(=O)c1sccc1NC(=O)CNC(=O)c1ccccc1
15.0	N#C/C(=C(/O)c1ccco1)c1nc2ccccc2[nH]1
-49.2	Cn1c(N)c(C(=O)CN2CCc3ccccc3C2)c(=O)n(C)c1=O
4.5	CCN(CC)CCCC(C)NC(=O)c1ccc(C(F)(F)F)cc1 (centres undefined)
2.6	Cc1[nH]c2ccccc2c1C(=O)COc1ccccc1F
-28.1	CC1NC(=O)NC1CCCCCC(=O)Nc1ccc(F)c(Cl)c1 (centres undefined)
26.3	Cc1ccc(NC(=O)c2ccc(Br)o2)cc1S(=O)(=O)N(C)C
-19.8	O=C(c1cccnc1)N1CCC(Oc2ccc(C(=O)N3CCCCO3)cc2)CC1

The list goes on (five carried over from the part before).
E-sel TNF inh	SMILES
4.5	CCN(CC)CCCC(C)NC(=O)c1ccc(C(F)(F)F)cc1 (centres undefined)
2.6	Cc1[nH]c2ccccc2c1C(=O)COc1ccccc1F
-28.1	CC1NC(=O)NC1CCCCCC(=O)Nc1ccc(F)c(Cl)c1 (centres undefined)
26.3	Cc1ccc(NC(=O)c2ccc(Br)o2)cc1S(=O)(=O)N(C)C
-19.8	O=C(c1cccnc1)N1CCC(Oc2ccc(C(=O)N3CCCCO3)cc2)CC1
7.5	CCCCCCOc1ccc(N2C(=O)CC(N3CCN(CCN=CC4C(=O)CC(C)(C)CC4=O)CC3)C2=O)cc1 (centres undefined)
-23.8	CC(C)N1CN=C(Nc2nc3ccccc3o2)NC1
-5.8	O=C(CSc1nc2c(sc3ccccc32)c(=O)n1CCCN1CCCC1)NCc1ccco1
-22.1	COC(=O)CCC/C=C1/SCC(NC(=O)c2ccccc2)C1NC(C)=O (centres undefined)
-17.0	CCOc1ccc2nc(N(CCN(CC)CC)C(=O)c3ccc([N+](=O)[O-])cc3)sc2c1
7.3	COc1ccc(N2C(=O)C3CCCCC3C2=O)cc1NC(=O)c1ccccc1 (centres undefined)
8.3	O=C(C[n+]1ccccc1)Nc1c(Cl)cc(Cl)cc1Cl
-3.1	COc1ccc(S(=O)(=O)Nc2cc(C(=O)NCCCOC(C)C)ccc2N2CCOCC2)cc1
